# Screens deposited in PubChem by several laboratories.
# MDM2 E3 inh: MDM2-luciferase reporter signal enhancers, primary screen, MDM2 E3 ligase inhibitor project, cell-based, luminescence, 1536-well; cell-based MDM2 ubiquitination luciferase reporter, 2 h; 0 = plate control, 100 = twice control, blank-subtracted; signal enhancement, % at 5 µM; E3 ubiquitin-protein ligase Mdm2 (Homo sapiens), Q00987; 210,000 compounds, 0.11% hits; AID 1230, 2008;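 active = signal enhancement of 30% or more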;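 also: luminescence tracks abundance of the self-degrading MDM2-luciferase fusion protein; higher signal means inhibition of MDM2 E3 ligase activity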
#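 Material: stable MDM2–luciferase fusion reporter cells / Quantity: 2000 cells/well / Dosing: single 5 µM compound dose, 0.2% final DMSO / Buffer or medium: DMEM / Schedule: 4 h cell settling then 2 h compound exposure, 37 °C / Detection: luminescence with SteadyLite reagent, 15 min at room temperature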
# p47phox inh: p47phox/p22phox peptide binding inhibitors, primary screen, biochemical, uHTS, NADPH oxidase regulatory subunit | 220,000 compounds, 0.53% hits | AID 1274, 2008 | inhibition, % at 24.7 µM | fluorescence polarization, 2 h;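 active = inhibition above about 30%, limit read from the data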;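 also: 0% = p47phox with labelled peptide and 100% = labelled peptide alone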
# Target sequence (P14598 whole entry, looked up): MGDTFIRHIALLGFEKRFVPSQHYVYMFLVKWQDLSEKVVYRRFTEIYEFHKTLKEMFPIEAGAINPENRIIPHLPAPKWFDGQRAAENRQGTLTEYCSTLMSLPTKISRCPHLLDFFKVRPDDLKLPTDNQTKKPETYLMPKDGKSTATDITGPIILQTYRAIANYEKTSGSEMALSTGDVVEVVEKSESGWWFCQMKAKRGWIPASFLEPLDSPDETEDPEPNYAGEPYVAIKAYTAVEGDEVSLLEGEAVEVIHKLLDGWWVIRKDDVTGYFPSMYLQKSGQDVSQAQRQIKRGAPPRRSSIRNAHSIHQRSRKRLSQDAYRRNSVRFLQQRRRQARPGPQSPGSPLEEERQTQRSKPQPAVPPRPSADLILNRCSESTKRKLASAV
# zVAD death inh: inhibitors of zVAD-triggered necroptosis, primary screen, L929 cells | L929 zVAD necroptosis rescue, ATP luminescence, 24 h; with zVAD 60 µM | viability rescue, % at 10 µM | 220,000 compounds, 0.38% hits;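 active = activation, scaled between plate controls, above about 75%, limit read from the data; inactive = activation under that limit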;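 also: 0% = zVAD with DMSO and 100% = DMSO alone without zVAD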
# 14-3-3 Bad PPI: inhibitors of 14-3-3 zeta/Bad binding, primary screen, biochemical, TR-FRET, bovine 14-3-3 zeta | inhibition, % at 21.7 µM | 14-3-3 protein zeta/delta (Bos taurus), P63103 | AID 781, 2007 | TR-FRET 14-3-3zeta/Dy647-pBad peptide displacement, 1 h | 220,000 compounds, 0.71% hits;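 active = inhibition above about 70%, limit read from the data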;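 also: 0% = full 14-3-3 plus peptide FRET controls and 100% = background without 14-3-3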
# Runt-SMMHC FRET: inhibitors of RUNX1 Runt–CBFb-SMMHC binding, primary screen, biochemical, FRET, Cerulean-Runt, Venus-CBFb-SMMHC, uHTS; AID 1434, 2008; inhibition, % at 20 µM; Runt-related transcription factor 1 (Homo sapiens) + Core-binding factor subunit beta …; Cerulean-Runt/Venus-CBFb-SMMHC FRET ratio 530/480, 1 h; 220,000 compounds, 0.74% hits;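 active = mean inhibition across duplicate retests at 20 µM reaching about 50%, limit read from the data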;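 also: 0% = DMSO wells and 100% = wells with excess untagged CBFb-SMMHC; inhibitors lower the FRET ratio by blocking Runt binding to CBFb-SMMHC; some results filed as inactive read as strong as hits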
# Target sequence (Q01196 whole entry, looked up): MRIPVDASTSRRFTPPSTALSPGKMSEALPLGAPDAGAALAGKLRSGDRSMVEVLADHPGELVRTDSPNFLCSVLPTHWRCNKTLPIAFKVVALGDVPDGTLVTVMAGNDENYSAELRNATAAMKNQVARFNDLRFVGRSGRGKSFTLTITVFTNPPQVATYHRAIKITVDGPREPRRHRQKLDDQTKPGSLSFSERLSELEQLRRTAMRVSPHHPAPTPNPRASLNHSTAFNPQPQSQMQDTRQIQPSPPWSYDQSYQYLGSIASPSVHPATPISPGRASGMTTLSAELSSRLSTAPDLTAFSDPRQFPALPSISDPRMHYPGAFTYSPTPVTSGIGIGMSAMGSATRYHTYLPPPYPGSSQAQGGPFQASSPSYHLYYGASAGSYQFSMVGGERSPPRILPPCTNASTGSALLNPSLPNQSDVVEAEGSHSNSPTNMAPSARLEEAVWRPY
# Target sequence (Q13951 whole entry, looked up): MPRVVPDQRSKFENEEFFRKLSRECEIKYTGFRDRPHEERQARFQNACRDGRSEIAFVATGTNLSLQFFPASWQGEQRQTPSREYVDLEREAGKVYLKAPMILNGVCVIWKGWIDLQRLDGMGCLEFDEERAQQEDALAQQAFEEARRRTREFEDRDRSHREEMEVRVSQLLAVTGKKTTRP
# EBV gp42 block: Epstein-Barr virus gp42 inhibitors, primary screen, biochemical, uHTS, fluorescence polarization; Fluorescence polarization binding assay, mP read-out; inhibition, % (tested at 21.74 µM); 220,000 compounds, 0.42% hits; in the data active = inhibition above about 50%
# Hck Nef HTS: inhibitors of Nef-activated human Hck kinase, primary screen, biochemical, Z-Lyte FRET, 384-well, Hck-YEEI; Tyrosine-protein kinase HCK (Homo sapiens), P08631; Recombinant Hck-YEEI plus Nef, Z-Lyte FRET kinase assay; inhibition, % at 20 µM; 220,000 compounds, 0.68% hits;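 active = Hck-Nef kinase inhibition above about 50%, limit read from the data; inactive = inhibition below that limit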;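 also: 0% = DMSO with Hck plus Nef and 100% = Hck alone without Nef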
# Runt-CBFb FRET: inhibitors of RUNX1 Runt–CBFb binding, primary screen, biochemical, FRET, Cerulean-Runt, Venus-CBFb, uHTS | Runt-related transcription factor 1 (Homo sapiens) + Core-binding factor subunit beta … | Cerulean-Runt/Venus-CBFb FRET ratio 530/480, 1 h | AID 1496, 2009 | inhibition, % at 20 µM | 220,000 compounds, 0.46% hits;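 active = inhibition over about 50% at 20 µM in the single-dose screen, limit read from the data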;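 also: 0% = DMSO wells and 100% = excess unlabeled CBFb competitor control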
#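 test system = Cerulean-Runt domain fusion protein, energy donor | probe or stimulus = Venus-CBFb binding partner, 100 nM | incubation = two 1 h room-temperature incubations shielded from light | detection = fluorescence energy transfer, 422 nm excitation, 530/480 nm emission | measure = loss of energy transfer signal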
# Tb hexokinase: Trypanosoma brucei hexokinase 1 inhibitors, primary screen, biochemical, G6PDH-coupled NADH absorbance, MLSCN library. hexokinase 1 [Trypanosoma brucei]. 220,000 compounds, 0.11% hits. inhibition, % at 10 µM. recombinant TbHK1, G6PDH-coupled NADH A340;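 active = inhibition of 50% or more in the single-dose primary screen; inactive = inhibition below 50%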
# Starred values were filed as active, the others as inactive; . = not tested or not shown; [ ] = remark or other dose.
SMILES,MDM2 E3 inh,p47phox inh,zVAD death inh,14-3-3 Bad PPI,Runt-SMMHC FRET,EBV gp42 block,Hck Nef HTS,Runt-CBFb FRET,Tb hexokinase
Nc1nc(CN2CCN(c3ccccc3F)CC2)nc(Nc2ccccc2)n1,-14,-5,0.0,-5[fluorescence artefact?],3,-7,-2,-1,6
O=C(Nc1ccc(Cl)cc1)OCCn1nnnc1C(c1ccccc1)N1CCOCC1 (configuration not stated),-4,-7,-0.3,1,-1,-7,1,-1,-3
NCCCC[C@H](NC(=O)C1CCNCC1)c1nnc(CN)o1,.,-7,0.9,-6,1,-1,-8,-1,1
COC(=O)C(=C/C=C/c1ccco1)C(=O)OC,-21,-21,1.2,2,0,-18,23,1,-67
CC(Sc1nc2scc(-c3ccccc3)c2c(=O)[nH]1)C(=O)NC(N)=O (configuration not stated),.,-18,-1.3,0,-2,-7,14,2,-15
Cc1ccc(NC(=O)COc2ccc(-c3nnco3)cc2)cc1S(=O)(=O)N1CCOCC1,-5,-7,78*,0,-4,-2,-18,-1,4
CC/C(O)=C1\C(=O)CC(C)(C)CC1=Nc1ccccc1C,4,3,0.2,-15,3,-5,4,-3,-6
CC(C)CC(NC(=O)c1ccc(Cl)cc1)C(=O)OCC(=O)c1ccc2c(c1)NC(=O)CO2 (configuration not stated),-11,-23,0.0,7[fluorescence artefact?],-1,-26,3,0,-3
C(=N/Nc1nc(-c2ccccc2)cc(-c2ccccc2)n1)/c1cccnc1,-17,-13,4.2,1,-3,-2,0,-5,-21
CCCCCCNC(=O)c1ncn[nH]1,-8,-9,0.5,4,0,-8,17,2,6
Cc1nc(Oc2ccccc2)c2ccsc2n1,0,-1,-0.3,-9,-4,5,1,-2,0
CCOC(=O)C(C)Sc1ncnc2nc[nH]c12 (configuration not stated),.,-2,0.7,-6,3,-10,11,4,-1
Cc1cc(C)nc(NC(=O)Cc2ccc([N+](=O)[O-])cc2)c1,-16,1,1.3,13,3,-9,-1,0,-2
O=C(CSc1nnc(CNc2ccccc2)o1)N1CCc2ccccc21,-7,-7,0.4,-2,-6,-8,0,0,1
Cn1c(SC/C=C/c2ccccc2)nnc1-c1cccs1,.,-6,-0.1,-1,1,-14,1,-3,11
CC(C)Nc1nc(NC(C)C)nc(OCCOC(=O)c2ccccc2)n1,2,-9,.,0,1,0,-1,-2,-2
Cc1ccccc1S(=O)(=O)Nc1ncc(C(F)(F)F)cc1Cl,15,-1,5.6,5,-2,-12,-45,1,1
CC1=C(C(N)=O)C(c2cccs2)n2nc(-c3cccc(C)c3)nc2N1 (configuration not stated),-32,0,0.3,-8,.,28,1,.,3
COC(=O)c1ccc(NC(=S)NCc2ccco2)cc1,-12,-5,0.5,-7,0,11,-8,21,-3
Nc1ncc(Br)cc1N=Cc1ccccc1,16,-11,61,-7,-30,3,0,-2,-4
COc1ccc(/C=C/C(=O)NC(=S)NNC(=O)c2c(-c3ccccc3)noc2C)cc1,-9,-21,-0.2,-3,0,-35,6,4,-36
C=CCn1c(SCC(=O)NCc2ccc3c(c2)OCO3)nnc1-c1cccnc1,-9,-31,0.1,-6,0,-5,-9,2,3
CC1(C)CC(=O)c2cnc3nc4ccccc4n3c2C1,-14,-2,-0.5,-8,.,2,12,.,-1
CN1CCc2c(sc(/N=C/c3cccs3)c2C(N)=O)C1,-12,-18,0.6,9[fluorescence artefact?],65*,-13,7,81*,-31
O=C(COC(=O)/C=C/c1cn(-c2ccccc2)nc1-c1cccnc1)Nc1ccc(Cl)cc1Cl,-16,-5,-0.4,6,-2,-17,5,0,-4
COC(=O)C(Cc1ccccc1)NC(=O)CSc1nc(C)cc(=O)[nH]1 (configuration not stated),-14,-8,0.6,9[fluorescence artefact?],0,5,3,0,-1
COc1ccccc1CNC(=O)CCSCc1cccc(Cl)c1,-32,11,0.9,1[fluorescence artefact?],1,-19,1,-1,2
Cc1ccc(NC(=O)c2cccc(S(C)(=O)=O)c2)cc1,-5,-9,0.1,-4,-1,-14,-5,1,1
CCOC(=O)N1CCN(Cc2nc(N)nc(Nc3ccccc3C)n2)CC1,-12,-6,-0.4,3[fluorescence artefact?],22,4,0,1,4
C/C=C\C=C\C(=O)N1CC2(CC(c3cccc(NC(=O)COc4ccc(Cl)cc4)c3)=NO2)C[C@H]1C(N)=O (some centres not stated),8,-37,-0.3,-1,1,-6,38,2,-16

# 12 successive entries from above, quoted:
SMILES,MDM2 E3 inh,p47phox inh,zVAD death inh,14-3-3 Bad PPI,Runt-SMMHC FRET,EBV gp42 block,Hck Nef HTS,Runt-CBFb FRET,Tb hexokinase
CC(C)Nc1nc(NC(C)C)nc(OCCOC(=O)c2ccccc2)n1,2,-9,.,0,1,0,-1,-2,-2
Cc1ccccc1S(=O)(=O)Nc1ncc(C(F)(F)F)cc1Cl,15,-1,5.6,5,-2,-12,-45,1,1
CC1=C(C(N)=O)C(c2cccs2)n2nc(-c3cccc(C)c3)nc2N1 (configuration not stated),-32,0,0.3,-8,.,28,1,.,3
COC(=O)c1ccc(NC(=S)NCc2ccco2)cc1,-12,-5,0.5,-7,0,11,-8,21,-3
Nc1ncc(Br)cc1N=Cc1ccccc1,16,-11,61,-7,-30,3,0,-2,-4
COc1ccc(/C=C/C(=O)NC(=S)NNC(=O)c2c(-c3ccccc3)noc2C)cc1,-9,-21,-0.2,-3,0,-35,6,4,-36
C=CCn1c(SCC(=O)NCc2ccc3c(c2)OCO3)nnc1-c1cccnc1,-9,-31,0.1,-6,0,-5,-9,2,3
CC1(C)CC(=O)c2cnc3nc4ccccc4n3c2C1,-14,-2,-0.5,-8,.,2,12,.,-1
CN1CCc2c(sc(/N=C/c3cccs3)c2C(N)=O)C1,-12,-18,0.6,9[fluorescence artefact?],65*,-13,7,81*,-31
O=C(COC(=O)/C=C/c1cn(-c2ccccc2)nc1-c1cccnc1)Nc1ccc(Cl)cc1Cl,-16,-5,-0.4,6,-2,-17,5,0,-4
COC(=O)C(Cc1ccccc1)NC(=O)CSc1nc(C)cc(=O)[nH]1 (configuration not stated),-14,-8,0.6,9[fluorescence artefact?],0,5,3,0,-1
COc1ccccc1CNC(=O)CCSCc1cccc(Cl)c1,-32,11,0.9,1[fluorescence artefact?],1,-19,1,-1,2

# The results go on.
SMILES,MDM2 E3 inh,p47phox inh,zVAD death inh,14-3-3 Bad PPI,Runt-SMMHC FRET,EBV gp42 block,Hck Nef HTS,Runt-CBFb FRET,Tb hexokinase
Cn1nnnc1SCCNCc1ccccc1OCc1ccccc1Cl,-11,-1,-1.1,-2,1,-2,17,0,12
COc1ccc(C(CNC(=O)c2ccc(S(=O)(=O)N3CCOCC3)cc2)N2CCCCC2)cc1 (configuration not stated),-2,-9,0.1,0[fluorescence artefact?],.,-19,0,.,0
COc1ccc(N2CCN(C(=O)CCc3ccc(S(=O)(=O)NC(C)C)cc3)CC2)cc1,4,6,-0.8,-8,5,-9,-10,0,3
O=C(CC12CC3CC(CC(Br)(C3)C1)C2)OCCN1CCCCC1,-5,-3,0.5,-2,3,7,19,1,6
CCOC(=O)C(NC(C)=O)(OCc1ccccc1)C(F)(F)F (configuration not stated),0,-12,.,3,0,2,3,1,4
Cc1cc(C)nc(NN2C(=O)/C(=C/c3ccc(O)cc3)SC2=S)n1,-25,-150,0.1,-4,-168,-105,1,-54,-2
COCCCNS(=O)(=O)c1ccc2[nH]c(=O)[nH]c2c1,-6,-10,0.9,8,-2,4,-4,1,-6
O=C1CC(c2ccco2)CC2=C1C(c1ccccc1)n1nc(C(F)(F)F)nc1N2 (configuration not stated),-23,-10,-1.5,-10,3,-10,22,6,-13
C=C1C(C(=O)Nc2ccc(F)cc2)C1C(=O)Nc1ccc(F)cc1 (configuration not stated),0,-1,0.3,-12,-6,-4,23,0,-4
CCOC(=O)Cc1csc(N)n1,-12,-7,1.0,-5,-4,-2,7,3,0
COc1cccc(NS(=O)(=O)c2ccc3[nH]cc(C(=O)NC4CC4)c(=O)c3c2)c1,-6,-11,-0.1,23,0,-19,5,0,-7
Cc1cc(NC(=O)C(=O)c2c(C)[nH]c3ccccc23)no1,-6,3,0.3,-3,1,-7,24,0,-15
CCOn1c(-n2nc(C)cc2C)nc2ccccc2c1=O,-25,-8,0.3,5,-2,-15,4,0,-4
COc1cc(NS(=O)(=O)c2ccc(N)cc2)ncn1,-15,4,0.2,-5,-1,-14,1,0,3
Cc1cccc(CSCCNC(=O)CN(c2cc(C)cc(C)c2)S(C)(=O)=O)c1,-8,-5,2.1,-7,-5,-20,6,-2,-6
Cc1onc(-c2c(F)cccc2Cl)c1C(=O)N1CCN(S(C)(=O)=O)CC1,-12,6,-0.3,7,-5,-17,1,3,-2
CC(C)CN1CCC(C(=O)N2CCN(c3ccccc3F)CC2)CC1,4,-9,-1.0,38,0,-2,6,-3,-1
N=C1/C(=C\c2ccc(-c3cccc(Cl)c3)o2)C(=O)N=C2SC=C(c3ccccc3)N12,-14,-72,3.1,3[fluorescence artefact?],-22,-20,3,13,13
Cc1ccc(-c2c(C#N)c(N)n(-c3ccc(C)cc3)c(=O)c2C#N)cc1,-12,-12,-0.7,2,-2,-9,2,0,-14
Cc1ccc(-c2cc(C(=O)NCc3ccco3)c3ccccc3n2)o1,10,-10,-0.2,11[fluorescence artefact?],27,22,5,27,-9
CC(C)=N/N=C1\NC(=O)C(C)S1 (configuration not stated),-6,-5,-0.6,-13,-2,-4,9,1,-8

# Not a hit list; about 3.2% have a hit in one of these screens.
